# Compound activity as filed in PubChem.
# A549 tox = counter-screen for Nrf2 inhibitors: cytotoxicity in A549 cells; actives 0.16% (n = 390,000); AID 504648; A549 ARE-Fluc cells, CellTiter-Fluor viability, 18-24 h; Potency, µM (doses to about 46 µM), without a hit: at the top dose activity change, negative = cytotoxicity, usual class: inhibitors; also: potency is read from the fitted curve at half-maximal effect; % is scaled to controls: 0 for no effect and ±100 for the full control effect
#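 Cytotoxicity counterscreen: CellTiter-Fluor fluorescence was measured in A549 ARE_Fluc cells after 18-24 h of compound exposure in a concentration series. The subsequent BugLite luminescent read reports ARE-luciferase activity.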
# Nrf2 inh = blocks Nrf2 signaling | A549 ARE-Fluc reporter, luciferase luminescence, 18-24 h | Potency, µM (highest dose often 46 µM), inactives show top-dose activity change, negative = inhibition, actives largely listed as inhibitors | actives 2.1% (n = 360,000); also: potency is read from the fitted curve at half-maximal effect; % is scaled to controls: 0 for no effect and ±100 for the full control effect; nearly all actives have a fitted effect of over 60% in size
#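 Cells were seeded and rested 2 h, then exposed to compounds for 18-24 h. CellTiter-Fluor was read first as a viability measure. BugLite was added 15 min before the final luminescent read of ARE-luciferase activity in A549 cells.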
# IL2 activator = activators of IL-2. actives 0.065% (n = 360,000). IL-2 activation reporter assay, cell-based qHTS; stimulated with anti-CD3/CD4/CD28 beads; in transgenic mouse T cells. AID 652025. activation, % (series mostly up to about 46 µM); in the data active = activation above about 50%; inconclusive = mostly about 30% to 49%; also: 0% is about no effect
#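 Using fluorescent plate cytometry, EGFP and DsRed are detected in transgenic mouse T cells stimulated 18 h at 37 degrees C with antibody-coated beads after 60 min compound pretreatment.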
# Nrf2 activator = Nrf2 pathway activation | AREc32 ARE-luciferase reporter (MCF7-derived line), luminescence, 24 h | Potency, µM (doses to about 46.1 µM), for the others: top-dose activation, most hits filed as activators | actives 0.31% (n = 410,000) | AID 624171; also: potency is read from the fitted curve at half-maximal effect; % of control where 0% means no effect; nearly all actives have a fitted effect of over 65% in size
#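 Each well held 1000 AREc32 cells, which were incubated with compound for 24 hr at 37 deg C after overnight attachment, and ARE reporter activity was quantified by firefly luciferase luminescence.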
# S2 tox = viability counter-screen for ATXN expression inhibitors. S2 cells (HEK-293 line with an ATXN2-luciferase reporter) viability, CellTiter-Fluor protease fluorescence, 24 h. Potency, µM (doses to about 56.7 µM), actives largely listed as cytotoxic. actives 0.49% (n = 400,000). AID 651635; also: potency is read from the fitted curve at half-maximal effect; nearly all actives have a fitted effect of over 40% in size
# EPAC2 agonist = agonists of human EPAC2 (RAPGEF4); Q8WZA2; EPAC2 activation, biochemical qHTS; response scale: 100% = 6.5 mM cAMP response; Potency, µM (highest dose often 154 µM), for the others: at the highest dose activation, hits mostly activators; actives 0.079% (n = 360,000); AID 720711; also: potency is read from the fitted curve at half-maximal effect; nearly all actives have a fitted effect of over 50% in size
# Target sequence (Q8WZA2 whole entry, looked up): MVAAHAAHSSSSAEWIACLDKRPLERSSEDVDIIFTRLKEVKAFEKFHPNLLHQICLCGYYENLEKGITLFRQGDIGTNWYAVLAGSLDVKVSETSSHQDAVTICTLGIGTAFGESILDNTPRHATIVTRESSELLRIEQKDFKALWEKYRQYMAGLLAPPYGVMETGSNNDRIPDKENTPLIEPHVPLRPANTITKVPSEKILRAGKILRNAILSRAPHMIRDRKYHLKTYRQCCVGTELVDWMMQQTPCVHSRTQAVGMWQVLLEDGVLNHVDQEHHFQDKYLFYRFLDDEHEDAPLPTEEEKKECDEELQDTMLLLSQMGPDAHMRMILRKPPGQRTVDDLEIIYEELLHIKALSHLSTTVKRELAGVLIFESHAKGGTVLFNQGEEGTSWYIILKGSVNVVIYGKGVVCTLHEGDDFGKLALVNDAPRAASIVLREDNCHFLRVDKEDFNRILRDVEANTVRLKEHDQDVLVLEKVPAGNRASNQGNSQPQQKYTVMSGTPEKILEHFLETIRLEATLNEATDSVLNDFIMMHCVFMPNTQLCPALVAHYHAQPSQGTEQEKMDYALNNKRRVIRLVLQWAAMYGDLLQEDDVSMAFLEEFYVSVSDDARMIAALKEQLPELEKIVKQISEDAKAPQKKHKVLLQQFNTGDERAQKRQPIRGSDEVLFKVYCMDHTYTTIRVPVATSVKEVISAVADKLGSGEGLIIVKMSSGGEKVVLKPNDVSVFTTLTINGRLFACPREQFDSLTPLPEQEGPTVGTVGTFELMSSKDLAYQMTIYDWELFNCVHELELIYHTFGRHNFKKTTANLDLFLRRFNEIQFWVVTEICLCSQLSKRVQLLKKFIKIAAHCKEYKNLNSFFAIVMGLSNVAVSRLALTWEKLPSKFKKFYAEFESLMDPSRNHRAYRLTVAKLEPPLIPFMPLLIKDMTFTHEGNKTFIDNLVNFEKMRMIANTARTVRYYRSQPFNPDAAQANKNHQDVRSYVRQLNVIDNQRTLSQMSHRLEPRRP
#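 Nucleotide exchange monitored as fluorescence drop when BODIPY-GDP leaves Rap1B. Reaction: 100 nM EPAC2, 250 nM RAP1B-BODIPY-GDP, 50 uM GDP, room temperature, kinetic read over 30 min. Activity expressed relative to 6.5 mM cAMP.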
# HepG2 viability = HepG2 cytotoxicity, counter-screen for TGF-b inhibitors; HepG2 CAGA-GFP viability, ATP luminescence, 18 h; actives 0.76% (n = 410,000); Potency, µM (titrated, usually from 46.1 µM), without a hit: at the top dose activity change, negative = cytotoxicity, hits mostly cytotoxic; AID 588856; also: potency is read from the fitted curve at half-maximal effect; some results filed as inactive show a strong effect at the top dose
#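 CellTiter-Glo luminescence gave cytotoxicity after 18 hours at 37 degrees C. The cells were HepG2 CAGA-GFP in 1% FBS DMEM, stimulated with 500 pg/mL TGF-beta after compound addition. %Activity was normalised to no-cell wells (complete cell-killing) and DMSO (no toxicity), and curves were fitted and classified.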
# ATXN2 expr inh = ATXN2 expression inhibition | HEK-293 ATXN2-luciferase reporter, luminescence, 24 h | Potency, µM (series often up to 57 µM), for inactives: top-dose activity change, negative = inhibition, most hits filed as inhibitors | actives 0.72% (n = 360,000) | AID 1745845; also: potency is read from the fitted curve at half-maximal effect; % is scaled to controls: 0 for no effect and ±100 for the full control effect; nearly all actives have a fitted effect of over 55% in size
#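 qHTS (up to 57 uM final) was run with 24 h compound exposure of reporter cells at 37 °C. Each well was multiplexed: SteadyGlo luminescence measured ATXN2-luciferase expression after a fluorogenic Gly-Phe-AFC viability readout (25 uM final).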
# TGFb SMAD3 inh = inhibitors of TGF-b signaling; HepG2 CAGA-GFP TGF-b/SMAD3 reporter, GFP fluorescence, 18 h; TGF-beta stimulated, 500 pg/mL final; Potency, µM (top dose mostly 46.1 µM), without a hit: at the highest dose activity, negative = inhibition, most hits filed as inhibitors; actives 1.2% (n = 410,000); AID 588855; also: potency is read from the fitted curve at half-maximal effect; % is scaled to controls: 0 for no effect and ±100 for the full control effect; nearly all actives have a fitted effect of over 65% in size
#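 GFP signal (ex488/em500-530) from TGF-beta-stimulated HEPG2 CAGA-GFP cells, 500 pg/mL final, 18 h at 37 degrees C in DMEM plus 1% FBS, normalized to unstimulated and DMSO-stimulated controls.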
# An asterisk follows results filed as active; i = inactive; ? = inconclusive; nt = no result given; [ ] = another dose, or the depositor's remark. Unless noted, calls follow the shape of the dose curve; as a rule, active = well fitted curve in the direction sought with a large enough effect; inconclusive = small, poorly fitted or top-dose-only effect, or another doubt; inactive = no such curve, though single readings can be large; an effect the other way counts as inactive or inconclusive.
# Value order – EPAC2 agonist, S2 tox, TGFb SMAD3 inh, Nrf2 inh, IL2 activator, HepG2 viability, Nrf2 activator, A549 tox, ATXN2 expr inh
> COc1ccc(OCCSc2nnc(CCNC(=O)c3ccc(OC)cc3)n2C)cc1
  10%, i, -5%, ?, -0.8, -19%, 2.0%, 3%, 9%
> COc1ccc(S(=O)(=O)N2CCOC2CNC(=O)C(=O)NCc2ccc3c(c2)OCO3)cc1OC (stereo not drawn)
  0%, i, 9%, -2%, -0.8, -70%, 0.1%, 0%, -2%
> Cc1ccc(NC(=O)c2nc[nH]c2C(=O)N2CCN(c3ccccc3)CC2)cc1
  -9%, i, ?, -18%, 0.6, -2%, -0.8%, -2%, 6%
> Nc1nc(SCc2ccccc2)ns1
  -2%, i, 2%, ?, 0.0, 1%, 3.0%, -5%, 38%[activator]
> CCN(C[C@H]1N[C@@](CC)(C(=O)OC)[C@H]2C(=O)N(Cc3ccccc3)C(=O)[C@@H]12)S(=O)(=O)c1ccc(OC)cc1
  6%, i, -5%, -17%, -0.3, -5%, 0.5%, -2%, -11%
> C=CC[C@H](CC(=O)N(CCO)Cc1ccccc1)C(=O)N[C@@H](C)COC(=O)[C@@H](CC=C)Cc1ccc(F)cc1
  10%, ?, ?, ?, 0.4, -16%, 7.2%, -9%, -30%
> CCCc1cc(C(=O)N2CCCC(N3CCN(c4ccccc4F)CC3)C2)n(C)n1 (stereo not drawn)
  -8%, i, 18%, -2%, -3.5, 15%, 0.8%, -11%, -3%
> CCOC(=O)c1c(C)[nH]c(C)c1S(=O)(=O)N(C)CC(=O)N(C)Cc1ccccc1
  -8%, i, 0%, 9%, -2.6, -3%, -1.0%, -3%, 4%
> Cc1ccc2[nH]c(=O)c(CN(C(=O)c3cccc([N+](=O)[O-])c3)C(C)(C)C)cc2c1
  -17%, i, 1%, 6%, -2.0, -4%, -0.5%, -3%, 0%
> O=C(Nc1ccn(CCCNCC2CCCO2)c(=O)n1)OCc1ccccc1 (stereo not drawn)
  1%, i, 4%, 7%, -0.9, 4%, -0.4%, -2%, 3%
> COc1ccc(CCN2CC(C(=O)N3CCCCCC3)CCC2=O)cc1 (stereo not drawn)
  -6%, i, -22%, -2%, 0.1, -4%, -0.8%, 0%, 2%
> Cc1ccc(C(=O)CCC(=O)OCc2nnc(-c3ccccc3)o2)cc1
  12%, i, 2%, ?, -0.9, 28%, 4.1%, -2%, 6%
> CCN1C(=O)/C(=C/c2cc(C)n(C)c2C)SC1=Nc1ccc(OC)cc1
  16%, i, ?, ?, -0.7, -29%, 8.0%, -20%, -22%
> O=S(=O)(NCCN1CCCC1)c1cccc2cccnc12
  4%, i, -4%, -7%, 0.4, 10%, -0.2%, 13%, -1%
> Cc1nnc2ccc(-c3cccc(NS(=O)(=O)c4ccccc4[N+](=O)[O-])c3)nn12
  3%, i, 6%, -5%, -4.0, -16%, 13%, -19%, 4%
> CCCCN(CCCC)CCNC(=O)c1ccc2nc(-c3ccccc3NC(C)=O)c(=O)[nH]c2c1
  2%, ?, -1%, 8%, -0.8, -4%, 3.9%, -11%, nt
> Cc1ccc(NC(=O)Cn2cnc3c(nnn3Cc3ccc(F)cc3)c2=O)cc1
  4%, i, -8%, 10%, 0.1, -8%, -0.3%, 1%, 5%
> COc1cccc(CN(CC2CCCO2)S(=O)(=O)c2ccc(S(=O)(=O)NCC3CCCO3)cc2)c1OC (stereo not drawn)
  12%, i, -6%, -25%, -1.6, 0%, 0.2%, 11%, 0%
> O=C(COc1ccc(S(=O)(=O)N2CCOCC2)cc1)NCc1ccco1
  5%, ?, 4%, 12%, -0.5, 2%, -0.7%, -10%, 4%
> Nc1c(-c2ccsc2)cnc2ncnn12
  2%, i, -4%, 25%, -2.6, 25%, 2.7%, 4%, 0%[11.3 µM]

# Additional entries follow:
# Value order – EPAC2 agonist, S2 tox, TGFb SMAD3 inh, Nrf2 inh, IL2 activator, HepG2 viability, Nrf2 activator, A549 tox, ATXN2 expr inh
> Cc1ccc(S(=O)(=O)NCCC(=O)NCCc2ccc(S(N)(=O)=O)cc2)cc1C
  10%, i, -9%, -16%, -0.5, -3%, 0.0%, 15%, nt
> O=C(Nc1ccccc1)Nc1nccs1
  -9%, i, 1%, ?, -1.1, 7%, 18%, 17%, 39%
> COCCCNC(=O)CN1C(=O)c2ccccc2C1=O
  0%, i, 0%, 1%, -1.8, -5%, 0.3%, 15%, 1%
> CC(C)OC(=O)CSc1nc2ncc(Cl)cc2[nH]1
  -3%, i, 2%, 15%, -2.8, -10%, 0.2%, 2%, 0%
> CC(C)CN(C(=O)CSc1nnc(-c2cccs2)n1N)c1c(N)n(Cc2ccccc2)c(=O)[nH]c1=O
  -3%, ?, ?, 5%, -1.9, 0%, -0.7%, -2%, 6%
> CC(C)C[C@@H]1COc2cccc(N3CCSCC3)c2S(=O)(=O)N1
  15%, i, nt, nt, -0.2, nt, 0.6%, nt, 16%
> CCOC(=O)c1ccc(C(=S)N2CCCC2)cc1
  2%, i, -6%, 7%, 0.2, -2%, -0.1%, 5%, 36%
> CCc1c(C)nc2ncnn2c1N1CCCC(C(=O)NCc2ccc3c(c2)OCO3)C1 (stereo not drawn)
  2%, i, ?, 10µM*, -1.5, -1%, -0.6%, -1%, -7%
> CCOc1ccc(S(=O)(=O)N2CCCC(C(=O)N3CCC(C(N)=O)CC3)C2)cc1Cl (stereo not drawn)
  21%, i, 6%, ?, -0.7, 5%, 0.6%, -2%, -7%
> C/C(=N\N=C(/C)c1cccc(N)c1)c1cccc(N)c1
  6%, i, 28%, 24%, -1.7, 1%, 3.3%, -4%, 31%
> CCOc1ccccc1NC(=O)NNC(=O)CCc1ccc(OC)cc1
  -3%, i, -3%, 0%, -0.7, -1%, -2.0%, 3%, 2%
> COc1ccccc1CC(=O)NC1CC1
  -5%, i, -7%, -8%, -0.5, -30%, 0.8%, -12%, 0%
> CCCNS(=O)(=O)c1ccc(CCC(=O)NCc2ccc3c(c2)OCO3)cc1
  3%, i, 0%, -3%, -0.4, 0%, -0.6%, -6%, -3%
> COc1ccc(C(=O)OC(C(=O)c2ccc(C)cc2)c2ccccc2)cc1 (stereo not drawn)
  19%, i, -12%, 2%, -2.1, -4%, -0.6%, nt, -6%
> CCc1nc2ccc(C(=O)NCc3cccs3)cn2c1N(CC)CCOC
  0%, i, -7%, nt, 0.4, -4%, 0.5%[9.22 µM], nt, 2%
> Cc1cc(Oc2ccc(=O)n(C)n2)nc(SCCOc2ccccc2)n1
  10%, i, 1%, 5%, -2.4, 6%, 0.4%, 5%, 10%
> COc1ccc(NC(=O)COc2cc(O)c3c(c2)OC(C)(C)CC3=O)cc1
  -4%, i, 12%, ?, -0.5, -13%, 1.0%, 11%, -20%
> O=C(CCCCCn1c(=S)[nH]c2cc3c(cc2c1=O)OCO3)N1CCN(C2CCCCC2)CC1
  -12%, ?, ?, -22%, 0.4, -52%, 22%, 0%, ?
> Cc1cc(N)ccc1NC(=O)c1ccccc1
  -4%, i, 0%, 14%, -1.0, 15%, 0.2%, -11%, 3%

# Arranged by molar mass (rising): part of the list above.
# Value order – EPAC2 agonist, S2 tox, TGFb SMAD3 inh, Nrf2 inh, IL2 activator, HepG2 viability, Nrf2 activator, A549 tox, ATXN2 expr inh
> COc1ccccc1CC(=O)NC1CC1
  -5%, i, -7%, -8%, -0.5, -30%, 0.8%, -12%, 0%
> O=C(Nc1ccccc1)Nc1nccs1
  -9%, i, 1%, ?, -1.1, 7%, 18%, 17%, 39%
> Cc1cc(N)ccc1NC(=O)c1ccccc1
  -4%, i, 0%, 14%, -1.0, 15%, 0.2%, -11%, 3%
> CCOC(=O)c1ccc(C(=S)N2CCCC2)cc1
  2%, i, -6%, 7%, 0.2, -2%, -0.1%, 5%, 36%
> C/C(=N\N=C(/C)c1cccc(N)c1)c1cccc(N)c1
  6%, i, 28%, 24%, -1.7, 1%, 3.3%, -4%, 31%
> CC(C)OC(=O)CSc1nc2ncc(Cl)cc2[nH]1
  -3%, i, 2%, 15%, -2.8, -10%, 0.2%, 2%, 0%
> CC(C)C[C@@H]1COc2cccc(N3CCSCC3)c2S(=O)(=O)N1
  15%, i, nt, nt, -0.2, nt, 0.6%, nt, 16%
> COc1ccc(C(=O)OC(C(=O)c2ccc(C)cc2)c2ccccc2)cc1 (stereo not drawn)
  19%, i, -12%, 2%, -2.1, -4%, -0.6%, nt, -6%
> Cc1cc(Oc2ccc(=O)n(C)n2)nc(SCCOc2ccccc2)n1
  10%, i, 1%, 5%, -2.4, 6%, 0.4%, 5%, 10%
> Cc1ccc(S(=O)(=O)NCCC(=O)NCCc2ccc(S(N)(=O)=O)cc2)cc1C
  10%, i, -9%, -16%, -0.5, -3%, 0.0%, 15%, nt
